M. tuberculosis GlmU: inhibition of mycobacterial GlmU enzyme – biochemical, glucosamine-1-phosphate acetyltransferase (AID 1376) | M. tuberculosis GlmU acetyltransferase enzyme assay; higher % means a stronger effect | one-dose inhibition, %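 (tested at 30 µM in the primary screen)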; IC50 in µM for titrated hits | actives 0.25% (n = 220,000); in the data active means inhibition above about 13%;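 further: 0% = complete reaction with vehicle and 100% = reaction without substrate; strong numbers were not always called active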
RmlCD inh 1536: M. tuberculosis RmlC/RmlD inhibition. P9WH09+P9WH11. RmlC+RmlD coupled enzyme assay, percent inhibition; primary screen in compound mixtures. inhibition, % at 3.6 µM. actives 0.03% (n = 160,000); in the data active means inhibition mostly above about 34%, no sharp cut-off; further: some results filed as inactive read as strong as hits
Target sequence (P9WH09 whole entry, looked up): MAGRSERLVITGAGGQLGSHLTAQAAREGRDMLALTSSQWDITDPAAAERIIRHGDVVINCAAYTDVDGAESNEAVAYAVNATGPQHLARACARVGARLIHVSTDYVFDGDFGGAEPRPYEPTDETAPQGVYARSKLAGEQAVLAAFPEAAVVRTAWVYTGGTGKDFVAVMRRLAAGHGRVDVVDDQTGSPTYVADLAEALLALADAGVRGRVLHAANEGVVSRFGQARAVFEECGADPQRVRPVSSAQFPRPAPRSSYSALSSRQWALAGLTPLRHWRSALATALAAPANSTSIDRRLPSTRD
Target sequence (P9WH11 whole entry, looked up): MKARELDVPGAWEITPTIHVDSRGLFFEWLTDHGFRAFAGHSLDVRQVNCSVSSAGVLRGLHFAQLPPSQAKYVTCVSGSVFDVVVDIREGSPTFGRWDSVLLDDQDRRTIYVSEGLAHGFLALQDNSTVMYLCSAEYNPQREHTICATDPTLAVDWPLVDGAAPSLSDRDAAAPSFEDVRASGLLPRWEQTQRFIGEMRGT
Starred values were filed as active, the others as inactive; nt = no result given.

SMILES | M. tuberculosis GlmU | RmlCD inh 1536
CCCCOC(=O)/C(=C\c1ccc([N+](=O)[O-])o1)NC(=O)c1ccccc1 | 3.9% | nt
O=C(NCCC(c1ccccc1)c1ccco1)c1cccs1 (stereo not drawn) | 3.7% | 8.2
O=C(Nc1nnc(SCc2ccc(Cl)cc2)s1)c1cnccn1 | -0.5% | 8.1
COC(=O)C1=C(C(=O)OC)[C@@H]2N(Cc3ccccc3)c3ccccc3[C@@]23C[C@@H](C(=O)OC)N=C3N1 | 1.7% | nt
CCOC(=O)CC1ON(C)C(=O)N1c1ccc(Cl)cc1Cl (stereo not drawn) | 7.8% | nt
Cc1cc(S(=O)(=O)Nc2cccc(O)c2)c(C)s1 | -2.2% | 3.0
CCC(=O)N1CCNC(=O)C1CC(=O)Nc1ccc(C)c(Cl)c1 (stereo not drawn) | -5.3% | -10.5
CC1CCC(NC(=O)c2ccc(N3CCCC3=O)cc2)CC1 (stereo not drawn) | -0.6% | 0.9
Cc1nc2c(C#N)c(-c3ccc(Cl)cc3)ccn2n1 | 2.7% | nt
O=C(NCCc1ccccc1)c1ccc(NC2=NC3CS(=O)(=O)CC3S2)cc1 (stereo not drawn) | 0.6% | 7.2
O=[N+]([O-])c1cc(O)c2ncccc2c1 | 3.2% | 6.1
NC(=O)CSc1nnc(NC(=O)c2cccc(S(=O)(=O)N3CCCCC3)c2)s1 | -4.3% | -5.2
Cc1ccc2c(c1)NC(=O)C(CC(=O)NCCCN1CCc3ccccc3C1)O2 (stereo not drawn) | 4.6% | nt
Brc1ccc(Oc2nsnc2N2CCOCC2)cc1 | -4.0% | nt
CC1CCCC(C)N1/N=C/c1ccc(N(C)C)cc1 (stereo not drawn) | -2.2% | -8.8
CCOc1ccc(NC(=O)C2CCCN(S(=O)(=O)c3c(C)n[nH]c3C)C2)cc1 (stereo not drawn) | 8.9% | nt
Cc1ccc2c(c1)C1C=CCC1C(C(=O)O)N2 (stereo not drawn) | 28.0%* | nt
Cn1nc(-c2ccc(Cl)cc2)c2cc(C(=O)NCCCN3CCCC3)sc21 | -14.2% | 14.3
O=C1/C(=C2/NCCN2C2CC(=O)N(c3ccccc3)C2=O)CC/C1=C\c1ccccc1 (stereo not drawn) | -3.6% | nt
C[n+]1c(/C=C/c2ccc3c(c2)OCO3)ccc2ccccc21 | 4.2% | 3.1
O=C(Cc1ccc(Cl)cc1)Nc1ccccc1N1CCOCC1 | 9.1% | 7.0
Clc1ccccc1Cn1nnc2c(NCCN3CCOCC3)ncnc21 | 3.8% | nt
Nc1nc2n(n1)C(c1ccco1)CC(c1ccc(Cl)c(Cl)c1)N2 (stereo not drawn) | -0.8% | 3.5
Cc1ccc(C)c(C(=O)CC2(O)C(=O)Nc3ccccc32)c1 (stereo not drawn) | 2.9% | 19.2
COC(=O)C1=C(C)NC(=O)/C1=C\c1cc(C)n(-c2ccccc2F)c1C | -2.4% | 14.0

Entries of single compounds, quoted from the list. Screens in order: M. tuberculosis GlmU | RmlCD inh 1536
Results for `Cc1ccc2c(c1)NC(=O)C(CC(=O)NCCCN1CCc3ccccc3C1)O2` (stereo not drawn) : 4.6% | nt
Results for `CCOC(=O)CC1ON(C)C(=O)N1c1ccc(Cl)cc1Cl` (stereo not drawn) : 7.8% | nt

Given as labelled records: entries from further up.
O=C(Cc1ccc(Cl)cc1)Nc1ccccc1N1CCOCC1
  M. tuberculosis GlmU: 9.1%; RmlCD inh 1536: 7.0
Clc1ccccc1Cn1nnc2c(NCCN3CCOCC3)ncnc21
  M. tuberculosis GlmU: 3.8%; RmlCD inh 1536: nt
Nc1nc2n(n1)C(c1ccco1)CC(c1ccc(Cl)c(Cl)c1)N2 (stereo not drawn)
  M. tuberculosis GlmU: -0.8%; RmlCD inh 1536: 3.5
Cc1ccc(C)c(C(=O)CC2(O)C(=O)Nc3ccccc32)c1 (stereo not drawn)
  M. tuberculosis GlmU: 2.9%; RmlCD inh 1536: 19.2

Remaining list, next part:
SMILES | M. tuberculosis GlmU | RmlCD inh 1536
CCn1c(N2CCN(S(=O)(=O)c3ccc(F)cc3)CC2)nc2ccccc21 | -1.9% | -3.3
O=C(CN1C(=O)c2ccccc2C1=O)Nc1ccccc1C(=O)NC1CCCCC1 | -3.9% | nt
Cc1ccc(S(=O)(=O)N2CCN(CC(O)c3ccccc3)CC2)cc1 (stereo not drawn) | -1.6% | -13.8
C=C(C)CC1(NC(C)c2ccccc2)CCCCC1 (stereo not drawn) | -3.6% | 4.0
O=C(/C=C\c1ccccc1[N+](=O)[O-])Nc1ccccc1 | 4.3% | nt
O=C(Nc1ccc(N2CCOCC2)cc1)C1CC(=O)N(c2ccc(Cl)cc2)C1 (stereo not drawn) | -6.4% | -12.1
Cc1cccc(NC(=S)NC2CC3CCCC(C2)N3Cc2cccs2)c1 (stereo not drawn) | 1.9% | nt
CCC(CC)C(=O)OCC(=O)Nc1cccc(S(=O)(=O)N(C)c2ccccc2)c1 | 4.4% | -3.4
CCNc1nc2c(c(=O)[nH]c(=O)n2C)n1Cc1ccc(F)cc1 | -5.7% | -8.3
CCc1ccc(N2CC(C(=O)OCC(=O)NC3CCS(=O)(=O)C3)CC2=O)cc1 (stereo not drawn) | -4.5% | nt
CC1CC(C)CN(C(=S)SCc2nc(N)nc(Nc3ccccc3)n2)C1 (stereo not drawn) | -7.5% | nt
O=C(Nc1ncc(Cc2ccccc2Cl)s1)C1CCCO1 (stereo not drawn) | 1.0% | nt
Oc1ccc2ccccc2c1/C=N/c1nccs1 | 3.7% | 8.7
COc1ccccc1N1CCN(C(=O)CSc2ccccc2)CC1 | 6.9% | 3.1
COc1ccc(/C(O)=C2/C(=O)C(=O)N(c3ccccn3)C2c2ccc(OC)c(OC)c2)cc1 (stereo not drawn) | 4.8% | -8.9
O=C1CSC2(N1)C1CC3CC(C1)CC2C3 (stereo not drawn) | 3.2% | nt
COc1cc(/C=C(\C#N)C(=O)Nc2ccccc2C(=O)O)cc(Cl)c1OC | 4.8% | -10.9
NC1=C(c2ccc(F)cc2)C(=O)CS1 | 1.9% | 7.3
COc1ccc(S(=O)(=O)N2CCCN(CC(=O)Nc3ccc4c(c3)OCO4)CC2)cc1 | nt | 6.9
CCN(CC)S(=O)(=O)c1ccc(O)c(C(=O)OCC(=O)N(C)Cc2ccccc2)c1 | 1.6% | 8.9
CC1CCC2(CC1)NC(=O)N(NC(=O)CCl)C2=O (stereo not drawn) | 1.9% | -6.6
COc1ccc(S(=O)(=O)N2CCN(C3Cc4ccccc4C3)CC2)cc1 | 1.6% | nt
CCOC(=O)c1[nH]cnc1C(=O)Nc1ccc(F)cc1 | 0.5% | 12.4
O=C(CCSc1ccc(Br)cc1)Nc1cccnc1 | 3.8% | -6.2
COCCCNC(=S)NC(=O)c1ccc([N+](=O)[O-])cc1 | 7.7% | -4.8

Continuation.
SMILES | M. tuberculosis GlmU | RmlCD inh 1536
O=C(C#Cc1ccccc1)c1cccc([N+](=O)[O-])c1 | 7.4% | -10.0
C/C(=N/Nc1nc(-c2ccccc2)cc(-c2ccc(F)cc2)n1)c1cccc(N)c1 | -2.5% | -3.6
Cc1ccc(CNC(=O)COC(=O)c2ccc(S(=O)(=O)N3CCCC3)cc2)cc1 | -3.8% | -5.1
CCOC(=O)c1ccc(CC(=O)c2ccc(O)c(O)c2O)o1 | 10.8% | -0.5
Cc1ccc(Cn2ccc(NC(=O)c3cc(-c4ccc(Br)cc4)on3)n2)cc1 | 0.5% | nt
CN(Cc1cnccn1)Cc1c(C(=O)N2CCc3ccccc3C2)nc2ccc(Cl)cn12 | -8.3% | 8.0
CC(C)(C)c1ccc(OCCNC(=S)Nc2ccccc2)cc1 | 2.5% | -6.5
CCC(NC(=O)c1ccccc1NC(=O)c1ccco1)C(=O)NNC(=O)c1ccncc1 (stereo not drawn) | -1.3% | 25.3
CC(=O)NCC(O)c1ccc([N+](=O)[O-])cc1 (stereo not drawn) | -3.5% | -8.7
Cc1ccc(Nc2c(-c3ccccn3)nc3cc(C)ccn23)cc1 | -1.1% | -7.8
CCN1CCN(CC(=O)Nc2cc(F)ccc2C)CC1 | -0.8% | -8.6
CCOC(=O)/C(C#N)=C/c1cc(C)n(-c2ccccc2)c1C | -1.6% | -4.3
CCCCNC(=O)NS(=O)(=O)c1ccc(C(=O)OC(C)C)o1 | -2.6% | 11.3
O=C(COc1ccc2ccccc2c1)NCCNC(=O)COc1ccc2ccccc2c1 | 1.4% | 12.9
CCCCN(CC)CCNC(=O)CCNC(=O)Cn1ccc2ccccc2c1=O | 2.4% | -10.7
CCSC(SCC)[C@H](O)[C@@H](O)[C@H](O)[C@H](O)CO | -7.7% | nt
CCCc1cc(=O)[nH]c(SCc2cc(C(=O)OC)c(C)o2)n1 | 6.7% | nt
Cc1ccc(C(=O)Nc2ccc3[nH]c(=O)[nH]c3c2)c(C)c1 | -2.0% | nt
CCN(CC1COc2ccccc2O1)C(=S)NC1CC2CCC1C2 (stereo not drawn) | 0.8% | nt
CN(C)S(=O)(=O)c1cccc(NC(=O)CNCc2ccccn2)c1 | -3.2% | nt
CS(=O)(=O)N(CC(=O)NC1CCCC1)Cc1ccc(Cl)cc1 | 4.3% | nt
Cc1nn(C)cc1C(C(=O)NC1CCCCC1)N(C(=O)Cc1cccs1)c1ccc(C(C)C)cc1 (stereo not drawn) | -3.9% | nt
COc1cccc2cc(C(C)N(CCCN3CCOCC3)C(=S)Nc3cccc(C)c3C)oc12 (stereo not drawn) | 3.3% | 39.5
O=C1NCCCC2c3c(cc(Br)c(O)c3Br)OC12N1CCOCC1 (stereo not drawn) | 1.0% | 101.0
O=C(NC1CCCCCC1)c1c(O)c2ccccc2[nH]c1=O | 0.8% | -1.0

Some of the entries so far, field by field:
> CCCCNC(=O)NS(=O)(=O)c1ccc(C(=O)OC(C)C)o1
  M. tuberculosis GlmU: -2.6%; RmlCD inh 1536: 11.3

> O=C(COc1ccc2ccccc2c1)NCCNC(=O)COc1ccc2ccccc2c1
  M. tuberculosis GlmU: 1.4%; RmlCD inh 1536: 12.9

> CCCCN(CC)CCNC(=O)CCNC(=O)Cn1ccc2ccccc2c1=O
  M. tuberculosis GlmU: 2.4%; RmlCD inh 1536: -10.7

The listing continues.
SMILES | M. tuberculosis GlmU | RmlCD inh 1536
CCn1c(SCC(=O)N2CCC(C)CC2)nnc1-c1ccc(S(=O)(=O)N2CCN(C)CC2)cc1 | 6.7% | -4.8
COc1ccc(NC(=S)Nn2cnnc2)cc1OC | 5.3% | 20.9
O=C(N/N=C/c1ccc(N2CCOCC2)cc1)c1ccc(NS(=O)(=O)c2cccs2)cc1 | 3.8% | -6.0
Cc1ccc(C2CC(c3ccc(F)cc3)Nc3nc(N)nn32)cc1 (stereo not drawn) | -0.1% | nt
Cc1cc(C)cc(NC(=S)NCCc2ccc(S(N)(=O)=O)cc2)c1 | 2.8% | 5.4
CCC1(C)NC(=O)N(/N=C/c2cc(OC)c(O)c(OC)c2)C1=O (stereo not drawn) | 6.5% | 3.5
COc1ccc(C)cc1NC(=O)C(Sc1nnc(Nc2ccccc2F)s1)c1ccccc1 (stereo not drawn) | 7.2% | 2.5
C/C(=N/NC(=O)c1cccc(N2CCCC2=O)c1)c1ccncc1 | 3.9% | -7.2
CC(=O)Nc1ccc(C(=O)CSc2nnnn2C2CCCC2)cc1 | 0.5% | 6.9
O=C(O)[C@H](Cc1ccccc1)NC(=O)N1CCN(c2ccccc2)CC1 | 1.4% | nt
CCCC(=O)NC(=S)Nc1c(C)cc(Br)cc1C | -0.1% | nt
COc1cccc(C(=O)Nc2nc3ccc(S(C)(=O)=O)cc3s2)c1 | -0.3% | -12.9
COc1ccc2[nH]cc(CCNS(=O)(=O)Cc3ccccc3)c2c1 | -4.0% | 5.7
COc1ccc(N(CC(=O)NCc2cccs2)S(=O)(=O)c2c(C)nn(C)c2C)cc1 | 1.2% | 9.0
O=C(O)CCC(=O)N1CCc2cc(S(=O)(=O)NCc3cccs3)ccc21 | -6.9% | 8.6
COc1ccc(NC(=S)N2CCN(C/C=C/c3ccccc3)CC2)c(OC)c1 | -4.8% | -12.7
COc1ccc(Cc2nnc(NC(=O)C(C)(C)C)s2)cc1 | 2.8% | 10.2
CN1C(=O)N2CN(C3CCCCC3)CN3C(=O)N(C)C1C23 (stereo not drawn) | -2.2% | 8.6
Nc1ncnc2c1C1(CCCCC1)Cc1ccccc1-2 | 3.2% | 2.8
COC(=O)/C=C1/S/C(=N/N=C/c2ccc(N(C)C)cc2)NC1=O | -0.3% | 2.5
COc1ccc(NC(=O)c2cc(-c3ccccc3)oc2C)cc1 | 2.2% | -12.8
N/C(=N\OC(=O)COc1ccc(Cl)cc1Br)c1cccnc1 | -2.0% | 5.8
COc1ccccc1Nc1nc2nonc2[nH]c1=O | -4.1% | -1.2
CC(C)(C)C(=O)c1cn(Cc2ccccc2)c2ccccc12 | 1.4% | 6.8
C/C(=N\N1CCN(c2ccc(Cl)cc2)CC1)c1cccs1 | -1.1% | 5.4

Further results
SMILES | M. tuberculosis GlmU | RmlCD inh 1536
COCCN1C2=C(COC(C)(C)C2)C(=S)NC1c1ccccc1 (stereo not drawn) | 0.9% | nt
Cc1nc([N+](=O)[O-])cn1CC(=O)Nc1ccc2c(c1)OCO2 | 1.0% | -14.7
O=c1oc2ccc(Br)cc2cc1-c1nc2ccccc2o1 | -4.2% | nt
COc1cc(C2CC(=O)Oc3c(C(CCN4CCCC(C)C4)c4ccc(N(C)C)cc4)c(OC)cc(OC)c32)cc(OC)c1OC (stereo not drawn) | -4.4% | nt
CN(CC(=O)Nc1ccc(F)cc1)CC(=O)Nc1ccc(Cl)c(S(=O)(=O)N2CCOCC2)c1 | 0.3% | -7.7
O=C(NCCc1ccccc1)C1CCCN1S(=O)(=O)c1ccccc1 (stereo not drawn) | -4.4% | nt
CCCCCn1c(=O)c(Cc2ccccc2)c(O)c2ccccc21 | 1.2% | nt
O=C1c2cc([N+](=O)[O-])ccc2-c2ncccc21 | -1.7% | -10.3
CC(C)Oc1cccc(C(=O)Nc2ccc(NC(=O)c3ccco3)cc2)c1 | -6.3% | 14.8
O=C(Nc1ccc(Cl)c(Cl)c1)c1ccc(Cn2cc(Cl)cn2)cc1 | -0.8% | -4.7

An excerpt (hit frequency here may not be typical).
